Source: PubChem BioAssay (several laboratories)
MOR-DOR ag: agonists of human mu-delta opioid receptor heterodimerization | P35372+P41143 | activation, % at 9.3 µM | cells, OPRM1-OPRD1 heterodimerization, luminescence | 340,000 tested, 0.3% active; in the data active = activation above about 18%;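 note: 0% = vehicle-treated cells and 100% = reference agonist; values of inactives mirror those of a sister screen read the other way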
E coli growth: bacterial growth inhibition, counter-screen for AddAB inhibitors; E. coli V3065 growth, OD600 absorbance, 18 h; AID 449728; 330,000 tested, 0.27% active; inhibition, % at 11.9 µM;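 active = inhibition above the campaign's mean inhibition across all tested compounds plus 3 SD, cut at about 9.9% in these data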;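 note: uninfected addAB+ strain grown without phage in ampicillin broth; 0% = DMSO wells and 100% = ciprofloxacin 0.95 µg/ml wells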
phage Ecoli inh: E. coli growth loss with phage present; inhibition, % at 11.9 µM; growth absorbance; 360,000 tested, 0.26% active; in the data active = inhibition above about 11%
PfHsp90 yeast 2: growth inhibition of yeast expressing Plasmodium Hsp90 | S. cerevisiae expressing PfHsp90, BacTiter-Glo ATP, 48 h; yeast lacking PDR1 and PDR3 efflux regulators | inhibition, % at 9.4 µM | 310,000 tested, 0.32% active | AID 504621;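 active = every replicate shows inhibition above about 80%, whatever the replicate mean, limit read from the data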;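 note: 0% = DMSO neutral controls and 100% = 20 µM radicicol positive controls; yeast relying on Plasmodium falciparum Hsp90 in place of its own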
PKA-R2B act: PKA-R2B complex activation; 340,000 tested, 0.079% active; PKA-R2B holoenzyme dissociation, Cy5-IP20 fluorescence polarization; R2B truncated from residue 108, S112A mutant; 0% DMSO only, 100% 113 µM cGMP; AID 504700; activation, % at 11.4 µM;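 active = activation above a cutoff set at the mean over all compounds plus 3 SD, cut at about 18% in these data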;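 note: higher means more holoenzyme dissociation and a rise in polarization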
Target sequence (P31323 whole entry, looked up, other chains not shown, the tested form may be a part): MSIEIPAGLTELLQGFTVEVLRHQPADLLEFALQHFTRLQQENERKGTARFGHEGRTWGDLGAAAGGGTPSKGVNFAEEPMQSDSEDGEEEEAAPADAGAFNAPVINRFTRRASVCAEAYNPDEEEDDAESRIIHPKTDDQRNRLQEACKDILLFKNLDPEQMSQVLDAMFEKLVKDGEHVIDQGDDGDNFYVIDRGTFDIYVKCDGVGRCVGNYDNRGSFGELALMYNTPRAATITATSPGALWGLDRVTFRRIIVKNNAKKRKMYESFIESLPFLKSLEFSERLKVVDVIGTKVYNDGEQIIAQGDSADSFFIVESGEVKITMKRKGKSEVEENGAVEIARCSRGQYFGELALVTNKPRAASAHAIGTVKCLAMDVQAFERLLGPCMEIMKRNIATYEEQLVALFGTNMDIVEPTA
AddAB inh: less growth of phage-infected E. coli with AddAB; 330,000 tested, 0.29% active; inhibition, % at 11.9 µM; E. coli expressing H. pylori AddAB, absorbance growth; AID 435030; in the data active = inhibition above about 12%;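 note: 0% = vehicle wells of infected cells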
Mot1-301 SUMO: inhibitors of SUMOylation pathway: yeast Mot1-301 growth rescue. S. cerevisiae Mot1-301 growth rescue, ATP luminescence, 38.5C; percent above DMSO median, 100 means doubled. growth rescue, % at 18.8 µM. 320,000 tested, 1% active. AID 2716;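 active = every valid replicate shows activation above 250% relative to neutral control wells; inactive = the rest, any valid replicate at or below 250%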;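 note: OY570 slx delta 5 strain wells were the positive control but not used for scaling; some compounds called inactive have numbers as strong as hits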
PKA-R1A activ: activators of PKA-R1A complex; P00514+P68181; PKA-R1A dissociation, Cy5-IP20 fluorescence polarization; scaled: DMSO 0%, 113 µM cGMP 100%; activation, % at 11.4 µM; 340,000 tested, 0.083% active;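 active = percent activation above the mean of all tested compounds plus 3 SD, cut at about 19% in these data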;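 note: higher means more PKAc released from R1A so a rise in polarization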
HTR5A inv ctr: counter-screen for OPRM1-OPRD1 inverse agonists: human HTR5A inverse agonism | P47898 | HTR5A cell line, luminescence | inhibition, % at 9.3 µM | 340,000 tested, 0.083% active | AID 504634; in the data active = inhibition mostly above about 23%, no sharp cut-off; inactive = mostly below about 18%;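 note: 0% = cells with DMSO and 100% = no-cell wells with DMSO; some compounds called inactive have numbers as strong as hits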
Target sequence (P47898 whole entry, looked up): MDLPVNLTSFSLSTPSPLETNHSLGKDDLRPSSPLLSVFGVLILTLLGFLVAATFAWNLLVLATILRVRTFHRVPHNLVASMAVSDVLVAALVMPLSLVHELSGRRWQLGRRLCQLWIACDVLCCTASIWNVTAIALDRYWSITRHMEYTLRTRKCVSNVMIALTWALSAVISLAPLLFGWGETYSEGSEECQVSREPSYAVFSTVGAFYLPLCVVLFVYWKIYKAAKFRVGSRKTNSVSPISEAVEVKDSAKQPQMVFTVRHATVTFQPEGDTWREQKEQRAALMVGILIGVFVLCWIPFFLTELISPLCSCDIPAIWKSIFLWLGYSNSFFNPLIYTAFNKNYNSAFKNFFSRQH
OPRM1-OPRD1 inv: inverse agonist of human OPRM1-OPRD1 heterodimerization | P35372+P41143 | cell-based MOR-DOR heterodimer luminescence, inverse agonism | inhibition, % at 9.3 µM | 340,000 tested, 0.21% active | AID 504357; in the data active = inhibition above about 22%, passing the limit was not always enough;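 note: 0% = cells with DMSO and 100% = wells without cells with DMSO; values of inactives mirror those of a sister screen read the other way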
Tat transport: E. coli Tat transport inhibition | E. coli MC4100 TorA-mCherry Tat export, fluorescence | inhibition, % at 10 µM | 340,000 tested, 0.036% active;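 active = mean replicate inhibition at least 50% and at least half of replicates individually reaching 50%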;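 note: exported cargo escapes ClpAP degradation while cytoplasmic cargo is degraded and loses fluorescence; 0% = median of neutral control wells and 100% = median of NaSCN control wells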
Starred values were filed as active, the others as inactive; . = not tested or not shown.

SMILES	MOR-DOR ag	E coli growth	phage Ecoli inh	PfHsp90 yeast 2	PKA-R2B act	AddAB inh	Mot1-301 SUMO	PKA-R1A activ	HTR5A inv ctr	OPRM1-OPRD1 inv	Tat transport
CCC(CC)NC(=O)CSc1ccc(S(=O)(=O)N2CCOCC2)cn1	-1.5	-2.8	-1.2	.	-15	0.8	4	-4	5	6	1
COc1ccccc1CNC(=O)CCNS(=O)(=O)c1cccc2nsnc12	-4.8	-0.7	-0.3	-14	8	2.0	-6	-7	11	22	5
Cc1c(NC(=O)CN2CCCc3ccccc32)c(=O)n(-c2ccccc2)n1C	0.3	0.6	2.2	-3	-3	1.3	.	4	9	-2	-12
COc1ccc(Cc2nc3c4c(ncn3n2)Oc2ccc3ccccc3c2C4c2ccc(OC)c(OC)c2)cc1 (stereo not drawn)	-1.4	-1.9	2.8	-8	-7	3.4	8	2	0	8	-1
COc1ccc(-n2c(SCC(=O)N3CCCCC3)nc(O)cc2=O)cc1	-1.2	2.0	2.6	15	-4	0.3	-13	0	-15	6	9
CSc1nnc([C@H](C)NC(=O)OC(C)(C)C)o1	-0.8	3.4	3.0	.	-7	3.4	-12	-6	-13	4	-2
COc1cc(-c2nnc(NC(=O)C3=COCCO3)o2)cc(OC)c1OC	-1.5	1.0	3.2	.	-11	-0.2	359	0	7	8	-7
CC(C)c1ccc(CCNC(=O)CCNC(=O)c2ccc(Br)cc2)cc1	1.5	-0.5	1.8	4	0	3.9	76	7	-3	-6	4
Cc1cc(C)c(C(=O)CSC2=NC(N)=C(C#N)C3(CCCCC3)C2C(N)=O)cc1C (stereo not drawn)	-0.6	1.2	3.2	-15	3	-0.9	9	7	-2	3	3
CCC(=O)Nc1ccc(NC(=S)NC(=O)c2cc3ccccc3o2)cc1	-0.6	-0.7	3.4	1	2	-2.2	0	16	29	3	-1
[N-]=[N+]=N[C@@H](CCN1CC[C@H](NC(=O)OCc2ccccc2)CCC1=O)c1ccccc1	0.5	-0.5	-0.3	-12	-5	2.4	3	7	-29	-3	-8
Cc1c(CCC(=O)NC2CC2)c(=O)oc2c(C)c(O)ccc12	-3.4	0.5	.	-7	-4	3.2	6	0	0	17	14
O=C(CSc1nc2ccccc2o1)Nc1nncs1	-2.2	5.0	2.2	0	-4	-0.2	.	4	-2	12	3
O=S(=O)(NCCSc1ccccc1)c1cccs1	-1.5	-2.9	2.1	10	2	-1.6	58	-13	7	7	1
Cc1ccccc1C(=O)Nc1nc2n(n1)C(c1ccccc1)CC(=O)N2 (stereo not drawn)	-0.9	0.8	0.6	.	-4	3.9	-7	0	6	4	-8
CCN(CC)CCCN(C(=O)Cn1nnc(-c2ccc(OC)c(OC)c2)n1)C(C(=O)NC(C)(C)C)c1ccc(F)cc1 (stereo not drawn)	-2.3	1.0	2.2	-5	0	-0.7	102	-14	7	12	19
O=C(CSc1nnc2n1CCCN2)c1ccc([N+](=O)[O-])cc1	3.2	2.3	1.2	-25	1	0.7	10	1	-6	-16	1
CCCCc1nc2ccccc2c(N)c1CCC (tested in a mixture with another compound)	1.0	2.1	4.0	-6	-11	0.7	25	-6	-5	-5	-1
CC1CC(C)(C)CC2(C1)NC(=O)N(CC(=O)N1CCN(S(=O)(=O)c3cccc(Cl)c3Cl)CC1)C2=O (stereo not drawn)	1.0	.	3.6	0	9	.	.	-5	9	-5	-5
CCN(CC)S(=O)(=O)c1ccc(OC)c(NS(=O)(=O)c2cccc(C(=O)O)c2)c1	-3.9	0.1	3.3	-12	-26	0.1	-29	2	-5	21	-6

Quoted at random: 2 records from the list.
SMILES	MOR-DOR ag	E coli growth	phage Ecoli inh	PfHsp90 yeast 2	PKA-R2B act	AddAB inh	Mot1-301 SUMO	PKA-R1A activ	HTR5A inv ctr	OPRM1-OPRD1 inv	Tat transport
[N-]=[N+]=N[C@@H](CCN1CC[C@H](NC(=O)OCc2ccccc2)CCC1=O)c1ccccc1	0.5	-0.5	-0.3	-12	-5	2.4	3	7	-29	-3	-8
O=C(CSc1nc2ccccc2o1)Nc1nncs1	-2.2	5.0	2.2	0	-4	-0.2	.	4	-2	12	3

Continuation:
SMILES	MOR-DOR ag	E coli growth	phage Ecoli inh	PfHsp90 yeast 2	PKA-R2B act	AddAB inh	Mot1-301 SUMO	PKA-R1A activ	HTR5A inv ctr	OPRM1-OPRD1 inv	Tat transport
O=C(c1cc(-c2ccc(F)cc2)nc2ccccc12)N1CCN(C2CCS(=O)(=O)C2)CC1 (stereo not drawn)	-5.1	-1.8	1.4	10	-11	0.4	0	-7	2	19	-4
C/C(=N\NC(=O)CNc1ccccc1)c1ccccc1	-0.6	1.3	3.4	10	3	3.2	32	9	-49	3	-2
COc1ccc(-c2csc(NC(C)c3nc4cc(Cl)c(Cl)cc4n3CCOCCO)n2)cc1 (stereo not drawn)	0.5	-1.2	0.2	-4	-6	2.0	-14	-5	-28	-3	9
Cc1c(N)cc(N)cc1C(=O)O	-1.4	-0.3	5.7	9	-10	-1.5	-18	-10	-12	7	2
O=C(N/C(=N\O)c1ccccc1)Nc1ccc(Cl)cc1	-0.8	-2.4	3.5	12	1	1.2	-4	-4	-11	4	1
CC1=C/C(=N\OS(=O)(=O)c2ccccc2)C(C)=CC1=O	78*	-0.4	.	105*	-16	0.8	-5	-5	13	-417	-10
CCOC(=O)CSc1nnc(Cc2ccccc2)n1Cc1ccco1	-0.7	0.6	2.8	3	8	1.0	19	-3	16	4	-3
CCN(CC)S(=O)(=O)c1ccc(NC(=O)CN(c2cccc(C)c2)S(C)(=O)=O)cc1	-0.8	-0.2	1.4	6	-12	-0.3	-17	4	-16	5	1
COc1ccc2c(c1)c(C(=O)CN1CCC(C(N)=O)CC1)c(C)n2C	0.1	-0.3	0.9	-1	2	2.4	-22	-7	-25	-1	-1
Cc1c(/C=N\NC(=O)C2COc3ccccc3O2)c2ccccc2n1C (stereo not drawn)	0.4	0.8	0.9	7	-2	0.0	12	-4	-18	-2	5
CCOC(=O)[C@@H]1[C@H]2COc3ccccc3[C@@H]2N2C(=O)N(c3cccc(F)c3)C(=O)[C@@]12C	-1.6	-1.2	1.2	0	-2	0.4	45	-2	16	9	-2
COC(=O)[C@H](Cc1ccccc1)NC(=O)N1CCCCC1C (stereo partly drawn)	1.2	1.0	2.2	4	-2	-0.2	-25	-5	-13	-6	-9
NS(=O)(=O)c1cccc(C(=O)NC2CCSc3ccccc32)c1 (stereo not drawn)	0.5	-1.1	0.6	14	-7	0.6	4	-7	-3	-3	6
CCC(=O)Nc1ccc(-c2ccc(N3CCN(C)CC3)nn2)cc1	-1.0	0.5	.	4	-10	2.2	-19	12	0	5	0
CCCCCc1nnc(NC(=O)NS(=O)(=O)c2ccc(C)cc2)s1	1.0	-1.6	0.5	-139	1	3.6	-6	-2	10	-7	2
CC(C)(C)C(=O)/C=C1\NC(=O)CS1	-1.9	2.7	1.4	-2	-6	-0.2	7	-4	-5	9	-4
COc1ccc(OC)c(CNC(=O)CCS(=O)(=O)c2ccc3c(c2)oc(=O)n3C)c1	-2.8	-0.9	2.6	12	-5	1.9	-14	-4	-13	14	4
COc1ccccc1N1CCN(C(=O)/C=C/c2ccc(C)cc2)CC1	-2.0	-0.4	2.8	-13	1	-1.2	15	-13	-13	12	0
COc1ccc(C(=O)NC2CCCc3c2cnn3-c2cccc(C)c2C)c(OC)n1 (stereo not drawn)	3.4	-0.8	1.2	10	-1	-0.6	7	-12	7	-14	4
CCn1ccnc1CNC(=O)CC1C(=O)NCCN1Cc1ccc(F)cc1Cl (stereo not drawn)	-0.4	-1.9	1.7	14	-6	3.9	5	7	-27	2	-2
O=C(CN1CCN(Cc2ccc3c(c2)OCO3)CC1)Nc1ccc2[nH]c(=O)[nH]c2c1	-0.1	-2.0	0.6	19	-10	-2.2	1	3	-1	1	2
Cc1cc2nccc(-c3ccccn3)n2n1	-2.3	-1.9	0.5	-7	2	1.3	-11	2	1	11	4
Cc1cc(C)n(-c2ccc(C(=O)Nc3ccc(N4CCOCC4)cc3)cc2)n1	-3.2	1.0	3.3	-10	-2	-0.5	57	7	3	16	5
Cc1ccccc1C(=O)NN1CC(C(=O)OCc2ccc(Cl)c(Cl)c2)CC1=O (stereo not drawn)	4.4	2.2	0.9	-65	2	0.1	16	-1	-1	-18	-8
O=C(CSc1nnnn1-c1cccc2c1CCCC2)N1CCCC1	0.1	0.1	1.0	1	4	2.0	1	4	0	-1	-10
Cc1ccc(C(=O)NC(NC(=O)c2ccc(C)cc2)C(Cl)Cl)cc1	1.9	1.8	1.8	-2	4	1.4	378*	-1	4	-10	7
CN(C)CCNC(=O)c1ccccc1	-1.0	2.1	1.4	5	-7	0.3	9	-5	2	5	1
COc1cc(CNC(=O)c2ccc(Cn3nc(C)c(Cl)c3C)o2)cc(OC)c1	1.1	-0.4	0.1	12	-10	2.1	2	-5	12	-7	4

Sorted by number of heavy atoms (high to low): five of the compounds above
SMILES	MOR-DOR ag	E coli growth	phage Ecoli inh	PfHsp90 yeast 2	PKA-R2B act	AddAB inh	Mot1-301 SUMO	PKA-R1A activ	HTR5A inv ctr	OPRM1-OPRD1 inv	Tat transport
COc1ccc(Cc2nc3c4c(ncn3n2)Oc2ccc3ccccc3c2C4c2ccc(OC)c(OC)c2)cc1 (stereo not drawn)	-1.4	-1.9	2.8	-8	-7	3.4	8	2	0	8	-1
CC1CC(C)(C)CC2(C1)NC(=O)N(CC(=O)N1CCN(S(=O)(=O)c3cccc(Cl)c3Cl)CC1)C2=O (stereo not drawn)	1.0	.	3.6	0	9	.	.	-5	9	-5	-5
CCn1ccnc1CNC(=O)CC1C(=O)NCCN1Cc1ccc(F)cc1Cl (stereo not drawn)	-0.4	-1.9	1.7	14	-6	3.9	5	7	-27	2	-2
COc1ccc(-n2c(SCC(=O)N3CCCCC3)nc(O)cc2=O)cc1	-1.2	2.0	2.6	15	-4	0.3	-13	0	-15	6	9
Cc1ccc(C(=O)NC(NC(=O)c2ccc(C)cc2)C(Cl)Cl)cc1	1.9	1.8	1.8	-2	4	1.4	378*	-1	4	-10	7
